KCNK3 block – human KCNK3 channel inhibitors, primary screen, CHO cells, FluxOR thallium flux, B-score; 340,000 compounds, 0.84% hits; Potassium channel subfamily K member 3 (Homo sapiens), O14649; B-score at 10 µM; FluxOR fluorescence; hits give low values; AID 602410, 2012;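 active = B-score under library mean minus 4 SD, starting fluorescence ratio at most library mean plus 5 SD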;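 note: more negative B-score means stronger inhibition of thallium flux through KCNK3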
KCNQ1 block – inhibitors of human KCNQ1 channel, primary screen, cell-based, thallium flux, high-throughput | Potassium voltage-gated channel subfamily KQT member 1 (Homo sapiens), P51787 | B-score at 10 µM | CHO-K1 KCNQ1, FluxOR thallium flux fluorescence; hits give high values | AID 2642, 2010 | 310,000 compounds, 1.3% hits;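 active = compounds whose thallium flux B-score, printed positive for inhibition, exceeds three library SD while starting fluorescence stays within three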;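 note: channel opened by potassium depolarization with thallium stimulus after 20 min compound exposure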
KCNK9 block – KCNK9 potassium channel inhibitors, primary screen, HEK293 cells, thallium flux | FluxOR thallium flux fluorescence; hits give low values | B-score at 10 µM | 310,000 compounds, 1.2% hits | AID 488922, 2010;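 active = ratio B-score over 3 SD below the library mean, with starting fluorescence within 5 SD of its mean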;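 note: negative B-score means less thallium flux so channel inhibition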
hERG rescue – hERG rescue from dofetilide block, primary screen, cell-based, CHO-hERG, FluxOR thallium flux, dofetilide IC70; Voltage-gated inwardly rectifying potassium channel KCNH2 (Homo sapiens), Q12809; dofetilide IC70 present; activation (rescue from dofetilide block), less the hit threshold, % at 10 µM; 310,000 compounds, 0.51% hits; AID 1511, 2009;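 active = activation above the mean of controls blocked by dofetilide plus 5 SD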;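 note: thallium influx through hERG after potassium depolarization seen as dye fluorescence rise; in these data hits start at about 4.7%; inactives centre near -7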
Target sequence (Q12809 whole entry, looked up): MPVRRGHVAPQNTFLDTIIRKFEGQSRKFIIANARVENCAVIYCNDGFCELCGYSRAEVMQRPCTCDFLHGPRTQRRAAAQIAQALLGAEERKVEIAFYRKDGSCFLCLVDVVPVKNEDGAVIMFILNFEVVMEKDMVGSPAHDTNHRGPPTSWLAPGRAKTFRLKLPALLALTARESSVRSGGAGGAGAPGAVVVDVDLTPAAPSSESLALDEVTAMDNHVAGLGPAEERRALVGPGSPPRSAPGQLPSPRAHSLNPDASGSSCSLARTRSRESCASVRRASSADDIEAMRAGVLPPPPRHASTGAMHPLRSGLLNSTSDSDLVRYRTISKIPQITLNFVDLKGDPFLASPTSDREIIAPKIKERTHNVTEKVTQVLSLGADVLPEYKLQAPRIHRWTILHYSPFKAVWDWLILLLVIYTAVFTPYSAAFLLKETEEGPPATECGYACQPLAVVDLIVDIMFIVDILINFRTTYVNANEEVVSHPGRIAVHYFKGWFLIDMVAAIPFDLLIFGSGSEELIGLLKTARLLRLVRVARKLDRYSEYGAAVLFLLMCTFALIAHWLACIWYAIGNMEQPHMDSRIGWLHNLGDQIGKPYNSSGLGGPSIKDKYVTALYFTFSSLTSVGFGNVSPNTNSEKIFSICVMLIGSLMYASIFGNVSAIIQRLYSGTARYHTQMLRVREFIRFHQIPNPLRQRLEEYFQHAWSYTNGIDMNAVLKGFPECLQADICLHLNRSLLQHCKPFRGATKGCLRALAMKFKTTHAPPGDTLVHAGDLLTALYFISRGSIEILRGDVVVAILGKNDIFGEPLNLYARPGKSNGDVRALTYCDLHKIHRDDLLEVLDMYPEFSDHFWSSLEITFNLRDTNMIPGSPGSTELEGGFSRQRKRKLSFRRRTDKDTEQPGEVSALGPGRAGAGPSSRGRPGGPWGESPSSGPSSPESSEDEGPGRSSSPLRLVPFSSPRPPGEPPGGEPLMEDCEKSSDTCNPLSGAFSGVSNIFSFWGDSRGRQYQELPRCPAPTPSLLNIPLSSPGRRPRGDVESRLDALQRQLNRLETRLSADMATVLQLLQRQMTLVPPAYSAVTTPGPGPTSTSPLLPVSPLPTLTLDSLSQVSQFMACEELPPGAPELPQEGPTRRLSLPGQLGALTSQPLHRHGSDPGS
RGS4 pot – RGS4 potentiators or activators, primary screen, cell-based, HEK293 M3R inducible RGS4, calcium flux | carbachol calcium flux Fluo4; hits give low values | B-score at 10 µM | 310,000 compounds, 0.92% hits | AID 463111, 2010;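 active = B-score of the integrated calcium signal more than 4 SD below the library mean, with starting fluorescence not abnormally high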;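 note: negative B-score means reduced calcium response which marks RGS4 activation or potentiation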
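Material: M3R-expressing HEK293 line, RGS4 induced by doxycycline | Schedule: Overnight RGS4 induction, 30 min dye load 37 °C, 20 min compound RT | Measured by: Fluo4 fluorescence kinetic imaging of calcium | Read-out: Integrated calcium ratio converted to B score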
MrgX1 allo act – positive allosteric modulators of MrgX1, primary screen, HEK293 cells, Fluo-4 calcium flux | Mas-related G-protein coupled receptor member X1 (Homo sapiens), Q96LB2 | FDSS; hits give high values | B-score at 10 µM | 310,000 compounds, 0.63% hits | AID 588675, 2011;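 active = plate-corrected calcium response at least 3 library SD above typical, normal starting fluorescence, not activating the receptor alone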;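 note: compound read alongside a low EC10 to EC30 dose of BAM8-22 agonist; peak minus trough fluorescence over baseline measured at the second addition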
MrgX1 ag – agonists of human MrgX1 receptor, primary screen, HEK293 cells, Fluo-4 calcium flux; Mas-related G-protein coupled receptor member X1 (Homo sapiens), Q96LB2; Fluo-4 calcium fluorescence, agonist mode; hits give high values; B-score at 10 µM; 310,000 compounds, 0.44% hits; AID 588627, 2011;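 active = calcium response B-score plate-corrected fluorescence ratio at least 3 library SD, with starting fluorescence B-score inside 5 SD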
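System: HEK293 cells stably expressing human MrgX1 receptor; Dosing: test compound in the initial addition of three; Schedule: overnight plating, then 30 min 37 °C plus 30 min room-temperature dye loading; Detection: kinetic calcium dye fluorescence, Fluo-4 NW; Controls: per-plate positive and negative controls for Z′ factor.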
ANO1 activ – TMEM16A chloride channel activators or potentiators, primary screen, cell-based, HTS | Anoctamin-1 (Mus musculus), Q8BHY3 | HEK293 TMEM16A/YFP-H148Q/I152L, iodide quench fluorescence; hits give low values | B-score at 10 µM | 340,000 compounds, 0.3% hits | AID 623877, 2012;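 active = fluorescence-ratio B-score plate-corrected deviation score at least 3 library SD below zero, with starting fluorescence score within 5 deviations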;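 note: channel opened by trigger with iodide after compound preincubation; score built on the fluorescence ratio of max minus min over baseline; more negative score means more quench and so TMEM16A activation or potentiation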
ANO1 block – TMEM16A chloride channel inhibitors, primary screen, cell-based, HTS. Anoctamin-1 (Mus musculus), Q8BHY3. HEK293 TMEM16A/YFP iodide influx fluorescence, ionomycin. normalized B-score (activity score, 25-100; higher = stronger inhibition) at 10 µM. 310,000 compounds, 1.2% hits;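 active = ratio plate-corrected score three or more library SD toward inhibition, starting fluorescence score within five deviations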;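 note: score derived from kinetic fluorescence span divided by baseline fluorescence per well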
KCNQ1 act – potentiators or activators of KCNQ1 channel, primary screen, cell-based, thallium flux, high-throughput; B-score at 10 µM; CHO-K1 KCNQ1, thallium flux FluxOR fluorescence; hits give high values; Potassium voltage-gated channel subfamily KQT member 1 (Homo sapiens), P51787; AID 2648, 2010; 310,000 compounds, 0.35% hits;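 active = fluorescence ratio B-score, a plate-corrected score, at least three library SD, with initial intensity B-score within 5 SD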
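assay system = CHO-K1 cells stably expressing KCNQ1 | medium = assay buffer, equal DMSO in all wells | timing = 37 °C overnight plating, 90-min dark dye load, 20-min compound pretreatment | measured by = kinetic FluxOR thallium fluorescence, 10-s 1-Hz baseline, 110-s post-stimulus read | measure = fluorescence change relative to baseline, converted to B score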
RGS4 inh – RGS4 inhibitors, primary screen, cell-based, HEK293 M3R inducible RGS4, calcium flux | 310,000 compounds, 0.45% hits | B-score at 10 µM | Fluo-4 calcium flux; hits give high values; triggered by carbachol at its EC20 | AID 463165, 2010;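 active = B-score, a plate-corrected calcium signal, over three deviations above library mean, with baseline fluorescence within five deviations of library mean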;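 note: RGS4 expression induced by doxycycline in cells with stable M3 receptor; B-score is computed from the integrated fluorescence ratio over baseline after carbachol; higher B-score means a larger calcium signal and so more RGS4 inhibition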
An asterisk follows results filed as active; i = inactive; . = not tested or not shown.

entry | Compound | KCNK3 block | KCNQ1 block | KCNK9 block | hERG rescue | RGS4 pot | MrgX1 allo act | MrgX1 ag | ANO1 activ | ANO1 block | KCNQ1 act | RGS4 inh
1 | O=C(C1CC(=O)N(C2CCCC2)C1)N1CCN(c2ccccc2F)CC1 (centres undefined) | i | i | i | -8 | i | i | i | i | i | i | i
2 | CC(=O)Nc1ccc(NC(=O)CCNS(=O)(=O)c2cccc3nsnc23)cc1 | i | i | i | -6 | i | i | i | i | i | i | i
3 | CCc1cc(/C(Cc2ccccn2)=N\Nc2ccccc2)c(O)cc1O | i | i | i | -13 | i | i | i | i | i | i | i
4 | O=C(CCc1nnc(C2CCCCC2)o1)NCCCOc1cccnc1 | i | i | i | -10 | i | i | i | i | i | i | i
5 | O=C(c1ccccc1-c1nc(-c2ccc(F)cc2)no1)N1CCCC1 | i | . | . | . | . | i | i | i | i | . | .
6 | O=C(N/N=C/c1cccc([N+](=O)[O-])c1)c1cccc(Br)c1 | i | i | i | -8 | i | i | i | i | i | i | i
7 | COCCN(C(=O)c1ccccc1F)c1nnc(-c2ccc(OC)cc2)s1 | i | i | i | -13 | i | i | i | i | i | i | i
8 | O=C(Cc1ncc(C(F)(F)F)cc1Cl)NNc1cccc(F)n1 | i | i | i | -6 | i | i | i | i | i | i | i
9 | Cc1cc(C)c(Nc2ncnc(N)n2)c(C)c1 | i | i | i | -4 | i | i | i | i | i | i | i
10 | COCCCNC(=O)CCCn1c(=O)c2ccccc2n(Cc2cccc([N+](=O)[O-])c2)c1=O | i | i | i | -12 | i | i | i | i | i | i | i
11 | COc1ccc(-c2ccnc(-c3ccc(O)cc3)n2)cc1 | i | i | i | -9 | i | i | i | i | i | i | i
12 | O=C(CN1CCN(c2ccccc2)CC1)Nc1ccncc1 | i | i | i | -1 | i | i | i | i | i | i | i
13 | COc1cc(NC(=O)COC(=O)CCCC2=NS(=O)(=O)c3ccccc3N2)cc(OC)c1 | i | i | i | -13 | i | i | i | i | i | i | i
14 | COc1ccc(-c2noc(CSc3nc(N)c(-c4ccccc4)c(=O)[nH]3)n2)cc1 | i | i | i | -2 | i | i | i | i | i | i | i
15 | CC1CCCCN1S(=O)(=O)c1ccc2[nH]c(=O)cc(C(=O)NCCCN3CCCCCC3)c2c1 (centres undefined) | i | i | i | -9 | i | i | i | i | i | i | i
16 | CN(C)c1ccc(-c2nnc(-c3cccnc3)o2)cc1 | i | i | i | -4 | i | i | i | i | i | i | i
17 | COc1cccc(NC(=O)Cc2cn(C)c3ccccc23)c1 | i | i | i | -4 | i | i | i | i | i | i | i
18 | Nc1ccc(-c2nc3c(Cl)c(N)ccc3[nH]2)cc1 | i | i | i | -8 | i | i | i | i | i | i | i
19 | O=C(NC1CCCC1)C1CCN(S(=O)(=O)N2CCCCC2)CC1 | i | i | i | -8 | i | i | i | i | i | i | i
20 | Cc1ccc(SCCN2CCC(NC(=O)OCc3ccccc3)CCC2=O)cc1 (centres undefined) | i | i | i | -12 | i | i | i | i | i | i | i
21 | Cn1c(SCC(=O)NC2CCCCC2)nnc1-c1cccc(N)c1 | i | i | i | -6 | i | i | i | i | i | i | i
22 | Cc1cc(F)ccc1S(=O)(=O)Nc1ccccc1C(=O)NCc1ccccn1 | i | i | i | -17 | i | i | i | i | i | i | i
23 | CN1CCN(c2ccc([N+](=O)[O-])cc2C(=O)c2ccccc2)CC1 | i | i | i | -10 | i | i | i | i | i | i | i
24 | Cc1c(Br)cc(C(=O)N2CCCCCC2)c(C)c1C | i | i | i | -5 | i | i | i | i | i | i | i
25 | Cc1ccnc(NC(=O)c2cccc(S(=O)(=O)N3CCN(c4ccc(F)cc4)CC3)c2)c1 | i | i | i | -8 | i | i | i | i | i | i | i
26 | CCOC(=O)C1CCN(C(=O)c2[nH]c3ccc(OC)cc3c2C)CC1 | i | i | i | -6 | i | i | i | i | i | i | i
27 | CCN1CCc2c(C#N)c(N3CCOCC3)nc(NCc3ccccc3)c2C1 | i | i | i | -8 | i | . | . | i | . | i | i
28 | CC(=O)c1ccc(N(CC(=O)NC2CCCC2)C(=O)CNC(=O)c2ccco2)cc1 | i | i | i | -4 | i | i | i | i | i | i | i
29 | Cc1[nH]c2ccc(C(=O)N3CCN(c4ccc(F)cc4)CC3)cc2c1C | i | i | i | -9 | i | i | i | i | i | i | i
30 | CC1=C(C(=O)OCC(Br)(Br)Br)C(c2cccc([N+](=O)[O-])c2)NC(=O)N1CCCC(=O)O (centres undefined) | i | i | i | -6 | i | i | i | i | 25* | i | i
31 | CCOc1ccc(C2/C(=C(\O)c3ccc4c(c3)OCCO4)C(=O)C(=O)N2CCCn2ccnc2)cc1OC (centres undefined) | i | i | i | -6 | i | i | i | i | i | i | i
32 | O=C1C2CC=C(Cl)CC2C(=O)N1CCC[n+]1cccc2ccccc21 (centres undefined) | i | i | i | 1 | i | i | i | i | i | i | i
33 | O=C(Nc1nnc(-c2ccco2)o1)c1cccc(N2C(=O)CCC2=O)c1 | i | i | i | -10 | i | i | i | i | i | i | i
34 | COc1cccc(CN2CC(C(=O)NCCOc3ccccc3F)CCC2=O)c1 (centres undefined) | i | i | i | -4 | i | i | i | i | i | i | i
35 | CSc1ccc(COC(=O)CCS(=O)(=O)c2ccc(C)cc2)cc1 | i | i | i | -10 | i | i | i | i | i | i | i
36 | COc1ccc(N2CCN(C(=O)CCS(=O)(=O)c3ccc4c(c3)CCN4C(=O)C3CC3)CC2)cc1 | i | i | i | -5 | i | i | i | i | i | i | i
37 | [O-][N+]12CCCCC1CCCC2CO (centres undefined) | i | i | i | -6 | i | i | i | i | i | i | i
38 | O=[N+]([O-])c1cc(S(=O)(=O)N2CCCC2)ccc1N/N=C/c1ccncc1 | i | i | i | -5 | i | i | i | i | i | i | i
39 | Cc1ccc(S(=O)(=O)N(c2cccc(C)c2)C2CCS(=O)(=O)C2)cc1 (centres undefined) | i | i | i | -21 | i | i | i | i | i | i | i
40 | CCC(=O)NCCCc1nc(-c2ccccc2)no1 | i | i | i | -7 | i | i | i | i | i | i | i
41 | O=C1CCCC2=C1C(c1ccc(O)c(O)c1)Nc1ccc3ncccc3c12 (centres undefined) | i | i | i | -1 | i | i | i | i | i | i | i
42 | CC1(C)CC(=O)C(C=Nc2ccc(O)cc2)=C(O)C1 | i | i | i | -4 | i | i | i | i | i | i | i
43 | Cc1ccccc1NC1=NC(C)(C)N=C(N)N1 | i | i | i | -2 | i | i | i | i | i | i | i
44 | O=C(/C=C/c1ccccc1)N1CCC(N2CCC(C(=O)N3CCOCC3)CC2)CC1 | i | i | i | -6 | i | i | i | i | i | i | i
45 | CCOC(=O)c1ccc(N/C(=N\S(=O)(=O)c2ccccc2C)c2ccccc2)cc1 | i | i | -8.4* | -18 | i | i | i | i | i | i | i
46 | Nn1cnc2c(c1=O)C1(CCCCC1)Cc1ccccc1-2 | i | i | i | -8 | i | i | i | i | i | i | i
47 | Cc1cccc(C)c1NC(=O)C(NC(=O)c1ccccn1)c1ccc([N+](=O)[O-])cc1 (centres undefined) | i | i | i | -3 | i | i | i | i | i | i | i
48 | C/C(=N\O)c1cc(Cl)cc(Cl)c1O | i | i | i | -15 | i | i | i | i | i | i | i
49 | O=C(NC1CCCCCC1)c1c(F)c(F)c(F)c(F)c1F | i | i | i | 1 | i | i | i | i | i | i | i
50 | COc1ccc(-c2nc(CCl)cs2)cc1OC | i | i | i | 4 | i | i | i | i | i | i | i
51 | CC(C)(C)c1ccc(OCCn2ccccc2=O)cc1 | i | i | i | -5 | i | i | i | i | i | i | i
52 | COc1cc(NC(=S)NCCc2ccc(S(N)(=O)=O)cc2)c(OC)cc1Cl | i | i | i | -19 | i | i | i | i | i | i | i
53 | O=C(NC1CCN(C(=O)Nc2cccc(Cl)c2)CC1)C1CCCCC1 | i | i | i | -8 | i | i | i | i | i | i | i
54 | COc1ccc(Cc2c(O)nc(SC)n(C(C)=O)c2=O)cc1 | i | i | i | -4 | i | i | i | i | i | i | i
55 | CCOC(=O)N1CCN(C(=O)c2ccc(SC)cc2OC)CC1 | i | i | i | -6 | i | i | i | i | i | i | i
56 | Cn1nc(C(C)(C)C)cc1C(=O)NNC(=O)c1cccc(Cl)c1 | i | i | i | -9 | i | i | i | i | i | i | i
57 | CCc1ccc(C(=O)Cc2cc3cccc(OC)c3oc2=O)cc1 | i | i | i | -4 | i | i | i | i | i | i | i
58 | O=C(NCCN1CCCC(O)C1)c1cc(COc2c(F)cccc2F)on1 (centres undefined) | i | i | i | -3 | i | i | i | i | i | i | i
59 | O=C(c1ccccc1)c1cccn1CC(=O)N1CCN(C2CCCCC2)CC1 | i | i | i | -4 | i | i | i | i | i | i | i
60 | COC(=O)c1cnn(-c2ccc(F)cc2F)c1/C=N/NC(N)=S | i | i | i | 1 | i | i | i | i | i | i | i
61 | O=C(CCl)Nc1ccccc1C(=O)NCc1ccccc1 | i | i | i | -2 | i | i | i | i | i | i | i
62 | NS(=O)(=O)c1ccc(NC(=O)CCC(=O)N2CCOCC2)cc1 | i | i | i | -2 | i | i | i | i | i | i | i
63 | CC(=O)c1c(C)nc2sc3c(=N)n(N)cnc3c2c1-c1ccc(Cl)cc1 | i | i | i | -6 | i | i | i | i | i | i | i
